MEP2 TOR yeast – modulators of TOR pathway MEP2-GFP in S. cerevisiae | AID 2016 | 0.51% of 330,000 active | S. cerevisiae MEP2-GFP strain, flow cytometry GFP, 3 h; 100% = DMSO control level | GFP response vs DMSO, % at 10 µM;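 active = GFP response versus DMSO above a set limit, roughly screen mean plus 3 SD, cut at about 180% in these data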;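 note: median GFP fluorescence of the barcode-gated MEP2-GFP cells per well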
RPL19A TOR yeast – yeast TOR pathway RPL19A-GFP modulation; S. cerevisiae RPL19A-GFP strain, flow cytometry, 3 h; stronger effect = lower value; percent response vs DMSO, % at 10 µM; 0.3% of 330,000 active; AID 2025;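 active = percent response vs DMSO below 50%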;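 note: median channel GFP fluorescence of the barcoded RPL19A-GFP strain; ratio of sample median GFP to plate DMSO average so 100% = DMSO; lower means less RPL19A-GFP as with rapamycin TOR inhibition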
proCasp7 act – activates human procaspase-7, counter-screen for procaspase-3 activators. P55210. recombinant procaspase-7, Ac-DEVD-pNA absorbance 405 nm; D23A/D198A/D206A triple mutant, cannot self-cleave; scale: DMSO 0, 5 µM enzyme 100. activation, % at 8.5 µM. 0.093% of 330,000 active. AID 463210;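 active = percent activation above the screen-wide mean plus 3 SD, cut at about 25% in these data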
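Assay system: Uncleavable procaspase-7 mutant enzyme; Input: 2 µM procaspase-7 mutant as dispensed; Also added: DEVD-pNA substrate; Medium: Zinc-free HEPES pH 7.4 with 300 mM NaCl, 0.01% Triton X-100; Timing: 1 h compound preincubation, 2 h substrate cleavage, 25 °C; Measured by: Epi-absorbance of released pNA at 405 nm, two timepoints.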
AHR activator – activators of human aryl hydrocarbon receptor; activation, % at 5 µM; P35869; AID 2796; AHR-responsive luciferase reporter cells, luminescence; 2.5% of 320,000 active; in the data active = activation above about 47%;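 note: 0% = vehicle wells and 100% = reference agonist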
Target sequence (P35869 whole entry, looked up): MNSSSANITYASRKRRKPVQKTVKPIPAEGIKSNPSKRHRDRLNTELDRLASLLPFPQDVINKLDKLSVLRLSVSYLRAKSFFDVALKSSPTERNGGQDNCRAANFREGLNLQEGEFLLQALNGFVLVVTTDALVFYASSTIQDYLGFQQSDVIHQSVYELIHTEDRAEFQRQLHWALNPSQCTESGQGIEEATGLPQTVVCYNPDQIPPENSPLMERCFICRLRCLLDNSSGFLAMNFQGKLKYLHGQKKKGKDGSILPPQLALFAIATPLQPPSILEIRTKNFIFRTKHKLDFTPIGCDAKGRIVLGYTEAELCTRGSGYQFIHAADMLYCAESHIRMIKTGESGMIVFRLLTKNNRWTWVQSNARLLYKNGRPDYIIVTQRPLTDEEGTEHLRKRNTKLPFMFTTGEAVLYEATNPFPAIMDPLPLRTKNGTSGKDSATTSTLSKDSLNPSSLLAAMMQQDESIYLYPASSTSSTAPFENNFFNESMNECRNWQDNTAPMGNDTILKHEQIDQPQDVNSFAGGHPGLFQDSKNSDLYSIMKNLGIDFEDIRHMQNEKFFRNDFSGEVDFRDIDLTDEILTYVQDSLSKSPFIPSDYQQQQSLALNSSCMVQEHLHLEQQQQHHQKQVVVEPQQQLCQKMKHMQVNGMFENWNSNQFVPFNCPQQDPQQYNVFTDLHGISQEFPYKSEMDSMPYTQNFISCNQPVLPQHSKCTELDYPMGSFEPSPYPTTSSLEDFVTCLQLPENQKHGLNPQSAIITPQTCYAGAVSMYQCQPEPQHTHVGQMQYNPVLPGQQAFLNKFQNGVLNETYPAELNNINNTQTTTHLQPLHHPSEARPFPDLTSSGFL
proCasp3 act – procaspase-3 (human) activation. 0.11% of 330,000 active. activation, % at 8.5 µM. recombinant procaspase-3 D3A, Ac-DEVD-pNA absorbance 405 nm. P42574. AID 463141;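 active = activation above the mean of all tested compounds plus 3 SD, cut at about 21% in these data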;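 note: 0% = DMSO alone and 100% = DMSO wells spiked with extra 5 µM PC-3 D3A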
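Evaluation: percent activation relative to control range; Material: Procaspase-3 D3A mutant, all three cleavage aspartates alanine; Compound: single dose, 8.5 µM nominal compound, 0.8% DMSO; Replication: one well per compound; Signal: absorbance at 405 nm, 0 and 120 min; Schedule: 1 h preincubation plus 2 h reaction at 25 °C.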
JMJD2C inh – human JMJD2C demethylase inhibition; inhibition, % at 2.35 µM; 0.069% of 330,000 active; GST-JMJD2C(1-420) H3K9me3 demethylation, DELFIA europium; AID 2099; Q9H3R0;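 active = more than half of a compound's replicate wells show inhibition beyond 50%, single wells judged on their own value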;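 note: signal counts dimethyl H3K9 product captured on neutravidin plate; 0% = median of DMSO wells and 100% = 0.3 times that DMSO median; strong numbers were not always called active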
LAP4-GFP MLPCN – yeast TOR pathway LAP4-GFP modulation; 0.34% of 320,000 active; S. cerevisiae LAP4-GFP multiplex, flow cytometry GFP, 3 h; median GFP as percent of DMSO wells; GFP response vs DMSO, % at 10 µM; AID 2023;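 active = GFP response vs DMSO above a set limit, about the screen mean plus 3 SD, cut at about 150% in these data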
CR mimetic SO – lowers age-related superoxide in aged yeast cells | superoxide response (% of plate mean), % at 10 µM | 0.18% of 330,000 active | S. cerevisiae aged cells, superoxide DHE fluorescence; stronger effect = lower value | AID 2690;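 active = superoxide response under a set limit, about three screen SD below normal, cut at about 65% in these data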;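 note: yeast aged for seven days with compound at 30 °C before DHE staining; 100% = average MFI of all compound-treated wells on the plate with controls excluded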
Active calls of the source: *; · = no result given; & = joins results of further samples.

Results follow in this order: MEP2 TOR yeast	RPL19A TOR yeast	proCasp7 act	AHR activator	proCasp3 act	JMJD2C inh	LAP4-GFP MLPCN	CR mimetic SO
> O=C(COc1ccccc1)Nc1nnc(-c2ccccc2)o1
  108	99	-3	-3	-6	0	98	119
> COc1cccc(CN2CCNC(=O)C2CC(=O)NC2CCCC2)c1OC (stereo unspecified)
  108	111	-2	-4	0	-13	110	88
> Clc1ccc(/C=C/c2nc(Cl)c(-c3ccc(Cl)cc3)c(Cl)n2)cc1
  113	101	-1	2	-6	-3	96	63*
> Cn1nc(C(F)(F)F)c(-c2ccccc2)c1NC(=O)CCC(=O)O
  92	97	-4	-2	6	1	91	95
> O=C(CN1C(=O)S/C(=C\c2cccs2)C1=O)Nc1ccc(O)c(C(=O)O)c1
  98	96	-7	1	2	31	96	82
> O=C(Nc1ccccc1)Nc1ccccc1C(=O)NCC1CC1
  106	100	-4	11	-3	-1	101	121
> CC(=O)N=c1sccn1CC(O)c1ccc(Br)cc1 (stereo unspecified)
  102	102	2	3	8	1	97	106
> CCc1ccc(/C=C2/SC(N3CCOCC3)=NC2=O)cc1
  105	98	-3	20	-2	-6	114	90
> Cc1ccc(NC(=O)c2cc3ccccc3cc2O)cc1
  103	102	2	36	4	-3	93	106
> CCC(CC)NC(=O)CN(c1ccccc1OC)S(=O)(=O)c1cccs1
  102	100	-3	-1	0	1	105	95
> O=C(NC1Cc2ccccc2C1)c1cc(COc2ccc(F)cc2Cl)on1
  110	106	5	-7	7	-1	105	94
> Cc1ccc(C(=O)NNC(=O)CSc2nnc3c(n2)[nH]c2ccc(C)cc23)cc1
  104	97	14	7	-1	-10	102	99
> CCCOc1ccc(/C=N/Nc2cccc([N+](=O)[O-])c2)c(O)c1
  102	105	-16	10	2	7	88	116
> CCc1ccccc1NC(=O)NCc1ccc2c(c1)OCO2
  87	99	1	68*	0	15	85	102
> O=C(N/N=C/c1c[nH]c2ccccc12)c1cc(Br)ccc1O
  96	100	-6	77*	-5	-3	104	119
> COCCNC(=O)c1nn2cccnc2c1Cl
  108	107	5	-1	2	-15	108	101
> Cc1nc(SCc2nc3ccccc3[nH]2)c2oc3cc([N+](=O)[O-])ccc3c2n1
  101	103	-8	26	0	·	107	115
> COc1cccc(NC(=O)CN(C)C(=O)CCNC(=O)c2ccc(Br)cc2)c1
  104	104	15	2	13	0	107	100
> Oc1ccc(CN2CCN(c3ncccn3)CC2)cc1
  101	98	3	0	4	6	93	108
> CC1CCCC(NC(=O)c2ccc3c(c2)OCCO3)C1C (stereo unspecified)
  100	109	-6	17	3	·	115	95
> Nc1c(C(=O)Nc2ccc3c(c2)OCCO3)nnn1CCc1ccccc1
  101	101	11	34	8	-2	110	95
> COc1ccc(CCNC(=O)CSc2nc(=O)n3cccc(C)c3n2)cc1OC
  100	93	-4	6	-1	3	113	93
> CC(C)N(C(=O)CSc1nnc(CN2CCCCCC2=O)n1-c1ccccn1)C(C)C
  98	99	-21	0	-5	-14	102	107
> Cc1nc2scc(-c3cccs3)c2c(=O)n1-n1cccc1
  112	104	15	1	5	3	108	88
> OCCC1CN(Cc2c(F)cccc2Cl)CCN1C1CCCC1 (stereo unspecified)
  98	98	12	0	6	2	101	100
> Cc1cc2c(NC(=O)CC(C)(C)CC(=O)O)cccc2nn1
  90	93	-4	2	-8	-41	101	131
> CC1CCCN(C(=O)COC(=O)c2cc(Br)ccc2O)C1 (stereo unspecified)
  99	95	12	0	4	·	95	114
> COc1ccc(OC)c2sc(N3CCCCC3)nc12
  98	95	28*	43	-1	0	102	100
> O=[N+]([O-])c1cc(C(F)(F)F)ccc1NCCCCNS(=O)(=O)c1ccc2ccccc2c1
  106	101	0	1	-10	1	99	94
> CCOc1ccc(C2NC(=O)Cc3cc(OC)c(OC)cc32)cc1 (stereo unspecified)
  101	101	15	-1	-2	10	94	108
> O=c1c(-c2cc3ccccc3o2)[n+]([O-])c2ccccc2n1OCc1ccccn1
  100	97	-4	45	0	-2	91	95
> CC1CCN(c2ccc(-c3cccs3)nn2)CC1
  109	99	4	27	3	0	94	110
> CC(C)(C)[C@H]1COC(=O)[C@H](NC(=O)OCC2c3ccccc3-c3ccccc32)C/C=C\C[C@@H](CC(=O)N[C@@H](CO)Cc2ccccc2)C(=O)N1
  91	94	13	0	0	-2	89	90
> Cc1ccc(N2C(=O)CC(Cc3cc(C)cc(C)c3)C2=O)cc1 (stereo unspecified)
  88	94	2	-1	8	-8	94	98
> O=C(Cn1c(=O)[nH]c2ccccc2c1=O)Nc1ccc2c(c1)OCCO2
  102	96	-4	3	4	6	97	79
> O=S(=O)(Nc1ncccn1)c1ccc(NC(=S)N2CCN(Cc3ccc(F)cc3Cl)CC2)cc1
  99	103	-10	1	0	6	99	97
> CCCC(=O)Nc1ccc(Cl)c(NC(=O)c2ccco2)c1
  92	89	8	0	2	-5	98	116
> CCOC(=O)c1cnc(-n2nc(C)cc2C)nc1NNc1nc(-c2ccccc2)cc(-c2ccccc2)n1
  114	105	8	3	6	-3	98	108
> O=C(N1CCOCC1)N1CCN(C(=O)N(c2ccccc2)c2ccccc2)CC1
  96	96	9	-2	-4	3	93	115
> CC1(C)C(CO)=CC(=O)C2=C1SCC(=O)N2
  98	101	1	1	7	-10	126	94
> CN1CCN(C2=C(Cl)C(=O)N(CCc3ccccc3)C2=O)CC1
  101	102	5	1	1	-2	105	100
> CN(C)C(=O)c1sccc1Oc1ccc(F)cc1[N+](=O)[O-]
  100	97	10	2	-9	-18	103	97
> CN(C)S(=O)(=O)c1cccc(NC(=O)COc2nc3ccccc3nc2N2CCOCC2)c1
  97	102	-4	3	5	3	82	99
> Cc1ccc(-c2nnc(SCC(=O)N/N=C/c3ccc(C(=O)O)cc3)n2C2CCCCC2)cc1
  102	100	8	1	6	-6	94	103
> CS(=O)(=O)N(CC(=O)N1CCN(c2ccccc2)CC1)Cc1ccc(Cl)cc1
  96	90	11	1	6	4	91	109
> Cc1[nH]c2ccc(F)cc2c1CCN(Cc1cccnc1)C(=S)NC(C)(C)C
  108	103	0	4	-2	3	93	102
> CC(=O)N1CCC(=NNC(=O)CSc2cc(C)c(Br)cc2C)CC1
  103	101	3	4	1	-8	89	96
> CCOc1ccc(CNC(=O)CCn2c(=O)oc3ccccc32)cc1OC
  96	103	4	1	-2	4	99	89
> COc1cccc(C(=O)OCC(=O)Nc2sc3c(c2C(N)=O)CCC3)c1O
  97	99	3	4	1	·	108	90
> COc1cc2c(cc1OC)CN(C(C)C(=O)Nc1ccc(NC(C)=O)cc1)CC2 (stereo unspecified)
  102	106	4	-2	2	28	98	99
> O=C(CN1CCc2cc3c(cc2C1)OCCCO3)Nc1cccc(Br)c1
  103	100	-4	0	6	-27	101	91
> Cc1cc(N2CCOCC2)n2nc(C)c(-c3ccccc3)c2n1
  101	96	-1	27	2	13	90	100
> O=C(CN(Cc1ccccc1)S(=O)(=O)c1ccc2c(c1)OCCO2)Nc1ccc2c(c1)OCCO2
  93	101	-5	4	1	-15&3	138	118
> COc1cc(NC(=O)c2noc(C)c2[N+](=O)[O-])c(OC)cc1Cl
  108	103	-12	80*	-8	14	123	94
> CN(C)CCCNC(=O)c1ccc(=O)[nH]n1
  97	95	2	-2	4	2	108	92
> Cn1c(-c2ccc3c(c2)OCO3)cnc1NC(=O)CCC(=O)NCCc1ccccc1
  84	93	5	6	0	-1	87	104
> COc1ccc(CNC(=O)c2noc3c2CCCCC3)cc1
  101	·	-12	2	0	-2	98	98
> COC(=O)Cn1ncc(N2CC(C)OC(C)C2)c(Cl)c1=O (stereo unspecified)
  92	88	-5	-4	6	-4	81	98
> CCOC(=O)C1(Cc2ccccc2)CCN(Cc2csc(C(C)=O)c2)CC1
  99	95	3	-1	-7	-2	96	97
> COc1ccc(S(=O)(=O)N2CCC(O)(c3ccc4c(c3)OCO4)CC2)cc1
  100	96	2	1	5	-14	96	79

Additional entries follow:
Results follow in this order: MEP2 TOR yeast	RPL19A TOR yeast	proCasp7 act	AHR activator	proCasp3 act	JMJD2C inh	LAP4-GFP MLPCN	CR mimetic SO
> COc1ccc(OC)c(S(=O)(=O)NC(N)=NCCc2ccccc2OC)c1
  103	104	-4	3	7	8	94	87
> CCCOc1ccc(S(=O)(=O)NNC(=O)c2cc3ccccc3o2)cc1
  103	101	5	4	-2	1	91	97
> Cc1ccc2nsnc2c1N
  99	91	-12	8	3	-1	95	99
> CCOC(=O)N1CCC(N2Cc3cccc(C(=O)NCc4ccc(C)cc4)c3C2=O)CC1
  107	112	1	1	10	-10	99	106
> COc1ccc(Cn2nnnc2CN2CCOCC2)cc1
  100	99	2	2	-4	2	98	92
> CCN(CC)C(=O)C1CC(=O)OC1(C)C (stereo unspecified)
  111	107	2	4	1	9	97	106
> O=[N+]([O-])c1ccc(CNc2ccc(F)cc2)s1
  103	102	1	-1	6	1	108	97
> CN(C)c1ccc(NC(=S)N2CCN(c3ncc(C(F)(F)F)cc3Cl)CC2)cc1
  98	94	-14	0	-11	3	104	100
> Cc1cc(C)nc(N/N=C/c2ccc3c(c2)OCCO3)n1
  101	98	3	44	10	-1	105	102
> C=CCNc1sc(C(=O)c2ccccc2)c(N)c1C#N
  100	103	-8	8	2	7	101	103
> c1ccc(-c2csc(Nc3nc(N4CCOCC4)nc(N4CCOCC4)n3)n2)cc1
  106	99	4	5	0	-2	85	85
> O=C(NCc1ccccc1)Nc1cccn(Cc2cccc(F)c2)c1=O
  104	101	-6	0	5	-10	91	89
> COc1ccccc1C(=O)N(Cc1ccccc1)c1ccc(C)cc1
  102	99	11	38	1	33	93	105
> COc1ccc(OC)c(C2C(C(=O)c3cccs3)=C(O)C(=O)N2CCN2CCOCC2)c1 (stereo unspecified)
  149	108	·	·	·	-3	119	104
> COc1cc(OC)cc(C(=O)NNC(=O)CN2C(=O)NC(C)(c3ccccc3)C2=O)c1 (stereo unspecified)
  93	94	5	0	9	3	96	129
> COCc1c(C(N)=O)nnn1-c1nonc1N
  102	102	-2	2	-2	2	103	104
> O=[N+]([O-])c1ccccc1O[C@@H]1O[C@H](CO)[C@H](O)[C@H](O)[C@H]1O
  112	110	-3	6	-3	-11	113	102
> O=C1CCCc2c1cc(C(=O)Nc1ccc(Cl)cn1)c(=O)n2-c1ccccc1
  102	98	11	0	-2	-5	99	96
> O=[N+]([O-])c1cccc(-c2nc3ccc([N+](=O)[O-])cc3[nH]2)c1
  90	92	-4	5	-3	4	89	101
> CC1CC(C)(C)N2C(=O)C3(Nc4ccccc4S3)c3cccc1c32 (stereo unspecified)
  94	97	-4	5	-15	-2	96	99

Two entries from above in a different format:
Molecule: Cc1ccc2nsnc2c1N
  MEP2 TOR yeast: 99; RPL19A TOR yeast: 91; proCasp7 act: -12; AHR activator: 8; proCasp3 act: 3; JMJD2C inh: -1; LAP4-GFP MLPCN: 95; CR mimetic SO: 99

Molecule: CCOC(=O)N1CCC(N2Cc3cccc(C(=O)NCc4ccc(C)cc4)c3C2=O)CC1
  MEP2 TOR yeast: 107; RPL19A TOR yeast: 112; proCasp7 act: 1; AHR activator: 1; proCasp3 act: 10; JMJD2C inh: -10; LAP4-GFP MLPCN: 99; CR mimetic SO: 106

Source: PubChem BioAssay (several laboratories)
